PKM2 act = PKM2 (human) enzyme activation. P14618. purified PKM2, Kinase-Glo ATP luminescence, activation; response scale: 0% is enzyme alone, no compound. Potency, µM (top dose mostly 57.5 µM), for the others: at the top dose activation, usual class: activators. 260,000 tested, 0.34% active. AID 1631; further: potency means the concentration at half of the fitted maximal effect; on the % scale 0 is the no-effect control and ±100 the full control effect; nearly all actives have a fitted effect of over 55% in size
Target sequence (P14618 whole entry, looked up): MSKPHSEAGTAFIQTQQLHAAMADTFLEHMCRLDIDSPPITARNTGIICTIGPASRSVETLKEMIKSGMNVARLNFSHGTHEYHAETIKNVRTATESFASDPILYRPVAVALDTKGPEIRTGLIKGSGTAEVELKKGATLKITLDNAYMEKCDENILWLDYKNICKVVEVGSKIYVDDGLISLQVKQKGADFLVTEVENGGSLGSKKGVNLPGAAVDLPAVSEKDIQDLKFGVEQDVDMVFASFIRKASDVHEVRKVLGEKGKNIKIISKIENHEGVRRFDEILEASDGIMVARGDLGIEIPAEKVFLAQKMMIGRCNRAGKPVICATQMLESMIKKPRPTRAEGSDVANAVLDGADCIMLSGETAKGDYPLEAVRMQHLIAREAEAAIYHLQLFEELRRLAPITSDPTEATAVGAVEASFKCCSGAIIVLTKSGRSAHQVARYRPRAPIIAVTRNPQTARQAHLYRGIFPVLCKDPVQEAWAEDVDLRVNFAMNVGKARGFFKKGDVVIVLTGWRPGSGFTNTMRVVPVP
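ATP formation by purified human PK-M2, quantified via coupled luciferase luminescence after 1 h at room temperature with 0.1 mM ADP and 0.5 mM PEP final.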
Giardia killer = kills Giardia lamblia; 340,000 tested, 0.15% active; activity change, % at 7.66 µM, hits read low; Giardia lamblia trophozoite viability; in the data active means activity change below about -80%; inconclusive means between about -30% and that limit;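 further: parasites exposed to compound for two days anaerobically before the ATP read; on the % scale 0 is the no-effect control and ±100 the full control effect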
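Killing of trophozoites was scored by loss of ATP luminescence after a 48 hrs anaerobic exposure to compounds at 37 deg C, using 100 cells per well.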
B2AR arrestin = agonists driving beta-arrestin recruitment to human beta2-adrenergic receptor; beta-arrestin recruitment to beta2AR, cell-based reporter; Potency, µM (series often up to 46.1 µM), for the others: at the highest dose activation, usual class: activators; 330,000 tested, 0.02% active; AID 492947;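 further: potency means the concentration at half of the fitted maximal effect; 0% = DMSO controls and full agonism = EC100 isoproterenol or metaproterenol; nearly all actives have a fitted effect of over 65% in size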
Target sequence (P07550 whole entry, looked up): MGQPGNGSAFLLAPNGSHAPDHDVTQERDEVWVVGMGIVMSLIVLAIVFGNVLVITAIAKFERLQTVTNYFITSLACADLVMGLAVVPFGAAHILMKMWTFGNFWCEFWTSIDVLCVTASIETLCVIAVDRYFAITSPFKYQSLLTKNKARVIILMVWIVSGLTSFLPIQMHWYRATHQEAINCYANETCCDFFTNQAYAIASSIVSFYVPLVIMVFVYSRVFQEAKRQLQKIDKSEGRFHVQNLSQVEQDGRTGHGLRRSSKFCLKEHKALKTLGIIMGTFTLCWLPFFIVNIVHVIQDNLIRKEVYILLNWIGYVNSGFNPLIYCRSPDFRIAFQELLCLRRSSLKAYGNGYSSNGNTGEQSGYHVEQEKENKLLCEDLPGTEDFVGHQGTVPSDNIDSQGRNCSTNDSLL
GALK inh = inhibitors of human galactokinase; P51570; Purified GALK, Kinase-Glo residual ATP luminescence; Potency, µM (series often up to 57.5 µM), for inactives: top-dose activity change, negative = inhibition, most hits filed as inhibitors; 270,000 tested, 0.007% active; AID 1868; further: potency means the concentration at half of the fitted maximal effect; on the % scale 0 is the no-effect control and ±100 the full control effect
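The enzyme phosphorylates galactose (100 uM) using ATP (35 uM); inhibition is detected as higher residual ATP, quantified by bioluminescence after 1 h reaction at room temperature, pH 8.0.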
ASM inhibitor = human S-ASM enzyme inhibition. P17405. Potency, µM (top dose mostly 57.5 µM), inactives show at the top dose activity change, negative = inhibition, hits mostly inhibitors. placental ASM, HMU-PC fluorogenic substrate, 60 min. 340,000 tested, 0.006% active. AID 504937; further: potency means the concentration at half of the fitted maximal effect
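Steps: dispense placental human ASM, pin compound, wait 10 min at room temperature, add HMU-PC0 substrate at 9 uM final, incubate 60 min at 37 °C, add stop solution raising pH to 10, read fluorescence.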
Tb PFK block = inhibitors of T. brucei phosphofructokinase; O15648; T. brucei PFK, ADP-Glo luminescence; Potency, µM (series often up to 57.5 µM), inactives show top-dose activity, negative = inhibition, hits mostly inhibitors; 330,000 tested, 0.17% active; AID 485367;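 further: potency means the concentration at half of the fitted maximal effect; 0% = uninhibited 1x PFK enzyme wells and -100% = no-enzyme wells; nearly all actives have a fitted effect of over 60% in size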
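In TEA buffer at pH 8.0 with 5 mM MgCl2, enzyme (1.25 nM) converted F6P (0.5 mM) and ATP (0.1 mM) for 45 min at room temperature. ADP product was read by luciferase luminescence.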
FBPA coupling cs = coupling enzyme interference in Giardia aldolase counter-screen; coupling enzyme system counterscreen, AmpLite Red fluorescence; 290,000 tested, 0.67% active; AID 2472; activity change, negative = inhibition, % at 58.2 µM, hits read low; in the data active means activity change below about -30%; further: on the % scale 0 is the no-effect control and ±100 the full control effect
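Final compound at 57.5 uM, incubated 10 min at RT with coupling enzyme reagent (glyceraldehyde-3-phosphate), then 20 min with substrate and AmpLite Red detection. Fluorescence read at 525/598 nm; tests interference with the coupling assay, not aldolase inhibition.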
TSG101-PTAP inh = blocks PTAP/TSG101 interaction to inhibit HIV-1 budding | Fluorescence polarization, FITC-PTAP peptide / Tsg101 binding | Potency, µM (series often up to 115 µM), inactives show at the top dose activity change, negative = inhibition, hits mostly inhibitors | 340,000 tested, under 10 active | AID 493005; active means well fitted inhibition curve with a large enough effect in the main read-out, with a control signal flat, not every such curve was filed as active; inconclusive means small, poorly fitted or top-dose-only effect, or effect the other way, or a change in a side signal; inactive means no such curve, though single readings can be large or run the other way; further: potency means the concentration at half of the fitted maximal effect; % of control where 0% means no effect
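FP read-out: FITC-PTAP peptide, 50 nM final, binding Tsg101 binding domain, 10 uM final; 20 min, r.t.; 10 mM HEPES pH 7.5, 0.15 M NaCl, 0.01% Tween 20, 3 mM EDTA, 0.1 mM TCEP.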
Menin-MLL TR inh = inhibitors of human menin-MLL interaction, mutant MLL peptide; O00255; Menin + Texas Red MLL mutant peptide, fluorescence polarization; Potency, µM (series often up to 61.6 µM), for the others: at the highest dose FP activity change, negative = inhibition, hits mostly inhibitors; 270,000 tested, 0.23% active; AID 1768; active means well fitted inhibition curve with a large enough effect in the polarisation, with a control signal flat, not every such curve was filed as active; inconclusive means small, poorly fitted or top-dose-only effect, or effect the other way, or a change in a side signal; inactive means no such curve, though single readings can be large or run the other way; the % refers to the polarisation; further: potency means the concentration at half of the fitted maximal effect; % of control where 0% means no effect; many of its hits are not listed in these tables
a7 integrin act = activates integrin-mediated alleviation for muscular dystrophy | 350,000 tested, 0.064% active | alpha7betagal myoblasts, beta-gal FDG fluorescence, 48 h | Potency, µM (top dose mostly 38.3 µM), for the others: at the highest dose activation, most hits filed as activators | AID 624291;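 further: potency means the concentration at half of the fitted maximal effect; 100% = response of the positive control SU9516; nearly all actives have a fitted effect of over 60% in size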
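Alpha7betagal+/- myoblasts (passage 13) were plated 16-24 hr, then exposed to compounds (1:260 dilution of DMSO stock) for 48 hours at 37C. After MPER lysis, β-galactosidase reporter activity was read as FDG fluorescence (ex 480/em 540) after 30 minutes.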
Chronic BCR inh = blocks chronic active B-cell receptor signaling; ABC-DLBCL IkBa-CBG/CBR reporter, luminescence ratio, 4 h; Potency, µM (highest dose often 46.1 µM), inactives show top-dose ratio change, negative = lower green/red ratio, usual class: inhibitors; 340,000 tested, 0.05% active; AID 493014; active means well fitted inhibition curve with a large enough effect in the signal ratio, with a control signal flat, not every such curve was filed as active; inconclusive means small, poorly fitted or top-dose-only effect, or effect the other way, or a change in a side signal; the % refers to the signal ratio;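 further: potency means the concentration at half of the fitted maximal effect; plate controls were basal doxycycline-induced cells for no effect and cells given 10 µM MG132 for full effect; MG132 reads +100%, hits lower the ratio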
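Doxycycline induced both beetle luciferases in TMD8 lymphoma cells; IKK-driven degradation limits the IkappaBalpha-fused green signal, while red luminescence normalises for cell number and nonspecific effects. Compounds tested up to 46 uM, 4 hrs.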
Numbers without * were called inactive; ? = inconclusive; / = no result given; [ ] = another dose, or the depositor's remark. Unless noted, the call rests on the fitted dose curve; in most records, active means well fitted curve in the direction sought with a large enough effect; inconclusive means small, poorly fitted or top-dose-only effect, or another doubt; inactive means no such curve, though single readings can be large; an effect the other way counts as inactive or inconclusive. Some of the compounds tested (hit frequency here may not be typical).

SMILES | PKM2 act | Giardia killer | B2AR arrestin | GALK inh | ASM inhibitor | Tb PFK block | FBPA coupling cs | TSG101-PTAP inh | Menin-MLL TR inh | a7 integrin act | Chronic BCR inh
O=C1CC2CS(=O)(=O)CC2N1C1CCCCC1 (stereo unspecified) | -1% | 3 | 0.0% | 0% | 4% | 1% | 4 | 0% | 10%[11.7 µM] | 10% | 2%
COc1cc(C2C(C(=O)c3ccco3)=C(O)C(=O)N2Cc2ccccc2)ccc1O (stereo unspecified) | / | -2 | -0.1% | 5% | -3% | -6% | -1 | 0% | / | -12% | 3%
COc1cc(NC(=O)Cc2ccccc2)nc(OC)n1 | / | -12 | 0.5% | -1% | 0% | 6% | 0 | -6% | -6% | -14% | ?
CC1CCCN(c2ccc(C(=O)NCc3ccco3)cc2[N+](=O)[O-])C1 (stereo unspecified) | 0% | 12 | 13% | 0% | -6% | -1% | 0 | -2% | 1% | -5% | ?
CCCN=C(C)c1c(-c2ccccc2)[nH]n(-c2nc3ccccc3s2)c1=O | -1% | 3 | -0.1% | 3% | -6% | 1% | 6 | -8% | -1% | 22% | ?
CCC1CCCCN1C(=S)Nc1ccc(S(=O)(=O)Nc2ncccn2)cc1 (stereo unspecified) | -20% | 12 | -0.3% | 6% | 7% | -2% | / | 1% | / | -37% | 3%
CCOC(=O)c1c(NC(=O)CN2CCCCC2)sc2c1CCC(C=O)=C2Cl | 7% | -3 | 0.0% | 0% | -6% | 0% | 2 | -4% | -2% | -12% | -2%
Nc1ccc2c(c1)C(=O)N(CC1CCCO1)C2=O (stereo unspecified) | 2% | -15 | -0.3% | 3% | 1% | 3% | 2 | -9% | -9% | -6% | ?
CC1CCCCN1C(=O)c1cc2ccccc2cc1O (stereo unspecified) | 0% | -10 | 0.3% | 6% | 15% | -1% | / | -2% | / | ? | 1%
Cc1c(NC(=O)CN(C)CC(=O)Nc2ccc(F)c(F)c2F)c(=O)n(-c2ccccc2)n1C | / | -4 | 0.0% | / | 0% | -1% | / | -1% | / | 1% | -1%
Cc1cccc(C(=O)NCC(=O)OCC(=O)NCCNC(=O)COC(=O)CNC(=O)c2cccc(C)c2)c1 | / | 3 | 0.0% | / | -2% | 4% | / | -5% | / | 3% | 4%
Cc1ccc(C)c(NC(=O)CN(C)C(=O)c2ccc3ncsc3c2)c1 | / | -14 | 0.1% | / | 6% | 4% | / | -1% | / | 3% | ?
CCC(=O)NC1(C(F)(F)F)C(=O)Nc2c1c(=O)[nH]c(=O)n2CC(C)C (stereo unspecified) | 2% | 12 | -0.5% | 12% | 8% | 0% | 1 | -1% | / | 4% | -4%
CCCCn1c(N)c(N(CC(C)C)C(=O)c2ccc(Br)o2)c(=O)[nH]c1=O | / | -12 | -0.1% | / | -1% | 12% | / | -5% | / | 1% | 1%
CCCCN(CC)C(=O)Cn1cnc2sc(C)c(S(=O)(=O)N3CCC(C)CC3)c2c1=O | -6% | 11 | -0.4% | -1% | -9% | 6% | 3 | -6% | -4% | 1% | 3%
COc1ccc(CCN=C(N)NS(=O)(=O)c2ccc(OC)cc2)cc1 | 6% | -2 | -0.2% | -3% | 2% | 3% | 5 | 0% | 8% | 2% | -11%
O=C(NCC1CCCO1)C(=O)NCC(c1ccco1)N1CCN(c2ccccc2F)CC1 (stereo unspecified) | 6% | 23 | 2.2% | 0% | 3% | 1% | 1 | -1% | -3% | -14% | 3%
CN(C)S(=O)(=O)c1ccc(C(=O)Nc2ccccn2)cc1 | -3% | 0 | 0.3% | 3% | 2% | 1% | 2 | -4% | 0% | 12% | 12%
Cc1cc(C)c(CNC(=O)c2cc(C3CC3)nc3c2cnn3C(C)C)c(=O)[nH]1 | / | 2 | 0.3% | / | 5% | -5% | / | -2% | / | 2% | 0%
O=C(Nc1nccs1)c1cncc(Br)c1 | / | -26 | 0.1% | 1% | -5% | -3% | 0 | -3% | 3% | 22% | ?
O=C(NCCc1ccccc1)C(=O)NCC1OCCN1S(=O)(=O)c1ccc(Cl)cc1 (stereo unspecified) | -7% | -9 | -0.5% | 1% | 0% | -5% | 1 | -6% | / | -1% | ?
Cn1c(=O)oc2cc(S(=O)(=O)Nc3ccc4c(c3)OCO4)ccc21 | 7.9µM* | -5 | -0.2% | 0% | -2% | 2% | -4 | -5% | 16% | 34% | ?
Cc1nn(-c2ccccc2)c2nc(N)c(C(N)=O)cc12 | / | -21 | 0.4% | 9% | 38%[activator] | 2% | 1 | 1% | / | 10% | ?
Clc1ccccc1CN1CCSCC1 | 0% | -1 | -0.8% | -1% | 3% | 2% | 2 | -2% | -3% | -37% | 2%
CC(=O)NC1=NN(C(C)=O)C(C)(c2ccc3ccccc3c2)S1 (stereo unspecified) | 4% | -7 | -0.2% | 1% | -1% | -1% | -1 | -1% | -5% | -24% | -6%
Cc1cc(=O)n2[nH]c(SCc3ccccc3Cl)nc2n1 | / | 28 | -0.1% | / | 0% | -2% | -1 | -1% | 1% | -4% | ?
CCCc1cc2c(=O)c(-c3cscn3)c(C(=O)OCC)oc2cc1O | -4% | 1 | 0.1% | 7% | -2% | -3% | -4 | -4% | 1% | 13% | -2%
Cn1cccc1C(=O)N/N=C/c1c(Cl)cccc1Cl | / | 2 | 0.2% | -5% | -3% | 0% | -3 | -2% | 2% | 0% | -9%
Cc1noc(C)c1CSc1nc2sc(C)c(C)c2c(=O)n1C1CCCC1 | 1% | 7 | 0.1% | -1% | ? | 1% | 0 | -1% | ? | 15% | ?
COc1ccc(-c2csc3nc(C(C)C)oc(=O)c23)cc1OC | -3% | -7 | 0.0% | 0% | 5% | -5% | 0 | -6% | -17% | 6% | 9%
c1ccc(COC2CCCN(Cc3nc(-c4cnccn4)no3)C2)cc1 (stereo unspecified) | -2% | -3 | -0.6% | -1% | -2% | -1% | 0 | -5% | 5% | 33% | -2%
O=C(O)C1CC(=O)N(c2ccc(F)c(F)c2)C1 (stereo unspecified) | -3% | 15 | -0.1% | 2% | 4% | 0% | 1 | -4% | 3% | 0% | 6%
O=C(NC(=S)Nc1cccc2c(O)cccc12)c1ccccc1[N+](=O)[O-] | 1% | 7 | -1.1% | -2% | -1% | 1% | -1 | -11% | ? | -21% | ?
O=C(O)CSc1nnnn1C1CCCCC1 | 1% | 0 | 0.3% | 6% | -4% | 0% | 2 | 0% | 1% | -6% | 12%
COc1cc(NC(=O)c2[nH]c(C)c(C(C)=O)c2C)cc(OC)c1OC | ? | 8 | -0.1% | 0% | -2% | -5% | 0 | -7% | 15% | 15% | 3%
CCCSc1nsc(NC(=O)C(c2ccccc2)c2ccccc2)n1 | 6% | -9 | 0.3% | -3% | -22% | 0% | 4 | 1% | -1% | -40% | ?
COc1cc(C(=O)NC(=S)Nc2ccc(Cl)c(C(=O)O)c2)cc(OC)c1OC | -1% | 7 | -0.7% | 1% | 3% | 1% | 3 | -1% | -18% | 7% | -13%
Cc1cc2oc(C(=O)Nc3ccc(S(N)(=O)=O)cc3)c(C)c2cc1Cl | 2% | -8 | -0.3% | 3% | 2% | 2% | -1 | 2% | ? | -32% | -10%
CCOC(=O)c1nnn(-c2nonc2N)c1-c1ccc(F)cc1 | -2% | -27 | 0.1% | -6% | 6% | -3% | 1 | -3% | -1% | 24% | ?
Cc1ccc2oc(-c3cccc(N)c3)nc2c1 | -18% | -8 | -0.2% | -1% | 106%[activator] | -8% | -4 | 0% | 3% | -8% | ?
CC[n+]1c(/C=C2/C=C(C)CC(C)(C)C2)sc2ccc(OC)cc21 | ? | 1 | -0.9% | -2% | -5% | 1% | -26 | -2% | 6% | -67%[inhibitor] | ?
CCNS(=O)(=O)c1ccc(NC(=O)c2ccccc2)cc1 | 2% | 11 | -0.3% | -3% | -1% | 2% | 1 | -2% | / | 0% | -3%
CC(=O)[C@@H]1[C@@H](C(=O)c2ccccc2)[C@]2(C(=O)Nc3ccccc32)[C@H]2C=Cc3cc(F)ccc3N12 | 17% | 13 | 0.4% | / | 2% | 0% | -4 | -1% | -7% | -31% | -5%
